Screening data deposited in PubChem BioAssay by several laboratories.
MEX-5 binding – C. elegans MEX-5 TCR-2 RNA binding activity; Q9XUB2; MEX-5/FITC-TCR2 RNA binding, fluorescence polarization; stronger effect = lower value; activity score (negative = inhibition of binding), % at 10 µM; 300,000 tested, 0.38% active; AID 1832;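 active = inhibition past about -25% in most replicates, and total fluorescence under double the plate's negative control median, limit read from the data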;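 note: 0% = DMSO and -100% = 5 µM competing unlabeled TCR2 RNA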
Target sequence (Q9XUB2 whole entry, looked up): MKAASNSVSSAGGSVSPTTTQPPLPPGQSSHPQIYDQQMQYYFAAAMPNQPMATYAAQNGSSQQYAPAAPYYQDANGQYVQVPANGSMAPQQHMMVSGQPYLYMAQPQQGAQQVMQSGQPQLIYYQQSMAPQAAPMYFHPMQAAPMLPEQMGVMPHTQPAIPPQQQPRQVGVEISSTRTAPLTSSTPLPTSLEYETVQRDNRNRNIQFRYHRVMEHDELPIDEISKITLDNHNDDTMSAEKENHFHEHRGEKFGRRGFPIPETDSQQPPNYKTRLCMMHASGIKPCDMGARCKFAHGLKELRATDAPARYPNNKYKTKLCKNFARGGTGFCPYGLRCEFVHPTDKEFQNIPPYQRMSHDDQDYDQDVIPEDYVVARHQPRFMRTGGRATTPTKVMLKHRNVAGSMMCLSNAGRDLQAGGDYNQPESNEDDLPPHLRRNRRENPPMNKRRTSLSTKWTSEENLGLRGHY
BCLXL inh – Bcl-xL (human) inhibition | AID 2129 | 320,000 tested, 0.7% active | GST-Bcl-xL / FITC-Bim BH3 peptide fluorescence polarization | Q07817 | inhibition, % at 10.9 µM;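 active = inhibition above the mean of all tested compounds plus 3 SD, cutoff set per campaign, cut at about 30% in these data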;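 note: 0% = DMSO wells and 100% = unlabeled Bim-BH3 peptide competitor; inhibitors lower millipolarization by displacing the labeled peptide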
Target sequence (Q07817 whole entry, looked up): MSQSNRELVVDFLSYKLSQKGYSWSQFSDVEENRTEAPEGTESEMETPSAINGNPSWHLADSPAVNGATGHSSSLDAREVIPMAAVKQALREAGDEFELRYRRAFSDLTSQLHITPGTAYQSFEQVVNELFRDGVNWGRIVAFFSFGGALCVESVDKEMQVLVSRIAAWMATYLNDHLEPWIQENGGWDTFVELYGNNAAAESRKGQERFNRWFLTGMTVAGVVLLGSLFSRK
MCL1-BIM inh – MCL1-BIM-BH3 interaction inhibition (human). Q07820. GST-MCL1 / FITC-Bim-BH3 fluorescence polarization. inhibition, % at 10.9 µM. 320,000 tested, 0.68% active;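 active = inhibition above the mean inhibition of all tested compounds plus 3 SD, set per campaign, cut at about 40% in these data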;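 note: 0% = DMSO wells and 100% = unlabeled Bim-BH3 peptide control; higher means more loss of mP so more displacement of Bim peptide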
TPT1 inhibitor – blocks Candida albicans tRNA 2'-phosphotransferase; 300,000 tested, 0.81% active; AID 1962; recombinant caTPT1, FP RNA substrate dephosphorylation; inhibition, % at 5 µM;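 active = inhibition above the mean of all tested compounds plus 3 SD, set per screening campaign, cut at about 24% in these data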;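 note: plate controls were DMSO alone for no effect and ferristatin control at 100 nM for full effect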
PME-1 primary – PME-1 (human) inhibition; Q9Y570; recombinant PME-1, FP-Rh probe fluorescence polarization; inhibition, % at 5.9 µM; 320,000 tested, 0.53% active; AID 2130;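 active = inhibition above the campaign mean of all compounds plus 3 SD, cut at about 26% in these data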;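 note: competitive labeling of PME-1 active site by serine hydrolase directed probe; 0% = PME-1 with DMSO and 100% = wells lacking PME-1 enzyme; inhibitors block probe labeling so polarization falls and inhibition rises; many of its hits are not listed in these tables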
GSTO1 counter – GSTO1 inhibition, counter-screen for RBBP9 inhibitors; P78417; inhibition, % at 5.96 µM; 300,000 tested, 1.1% active; AID 1974; recombinant GSTO1, activity-based probe fluorescence polarization;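 active = inhibition above the campaign mean inhibition plus 3 SD, cut at about 35% in these data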;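 note: 0% = GSTO1-1 with DMSO and 100% = wells lacking GSTO1-1 enzyme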
Target sequence (P78417 whole entry, looked up): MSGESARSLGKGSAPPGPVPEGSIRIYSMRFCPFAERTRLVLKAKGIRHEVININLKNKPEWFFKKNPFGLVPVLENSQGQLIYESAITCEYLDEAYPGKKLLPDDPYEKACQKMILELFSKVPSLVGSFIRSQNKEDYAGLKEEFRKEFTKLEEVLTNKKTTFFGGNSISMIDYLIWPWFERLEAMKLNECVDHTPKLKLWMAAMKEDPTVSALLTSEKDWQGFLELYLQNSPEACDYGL
GLD-1 RNA inh – GLD-1-TGE RNA interaction inhibition (C. elegans). inhibition, % at 5.96 µM. Q17339. purified GLD-1 + fluorescein TGE RNA, fluorescence polarization. AID 2280. 320,000 tested, 0.44% active;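 active = percent inhibition above a per-plate cutoff, the plate mean of test compounds plus 3 SD, cut at about 30% in these data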;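 note: 0% = DMSO wells with GLD-1 and probe and 100% = wells lacking GLD-1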
PAD4 FP inh – blocks human protein arginine deiminase 4; Q9UM07; recombinant PAD4, RCA probe fluorescence polarization; inhibition, % at 6.36 µM; AID 485272; 330,000 tested, 0.41% active;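 active = percent inhibition above a cutoff equal to the mean of all tested compounds plus 3 SD, cut at about 15% in these data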;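 note: 0% = PAD4 with RCA probe and DMSO and 100% = probe without PAD4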
Fam108B inh – blocks mouse Fam108B hydrolase in RBBP9 counter-screen; inhibition, % at 9.51 µM; recombinant Fam108B, FP-Rh probe fluorescence polarization; 300,000 tested, 0.33% active; AID 1947;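 active = inhibition above the screen mean inhibition plus 3 SD, computed separately per campaign, cut at about 18% in these data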;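 note: inhibitors lower polarization as less probe binds the enzyme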
Numbers without * were called inactive; . = not tested or not shown. A portion of the library. The share of hits here may be higher or lower than overall.

The line under a structure holds: MEX-5 binding, BCLXL inh, MCL1-BIM inh, TPT1 inhibitor, PME-1 primary, GSTO1 counter, GLD-1 RNA inh, PAD4 FP inh, Fam108B inh
COc1ccccc1NC(=S)N(Cc1ccc(C)cc1)Cc1cccnc1
    1.0, 3, 4, -1, 8, -7, 3, 3, -1
Cc1c(Cl)cnc(NC(=O)COC(=O)c2ccncc2)c1Cl
    ., 34*, 37, ., -4, ., 18, 1, .
Cc1occc1C(=O)Nc1cccc(Cn2cccn2)c1
    2.6, 5, 5, 8, 2, 6, 5, -2, -2
O=c1[nH]c(=O)n(-c2ccccc2)c2c1C(C(F)(F)F)(C(F)(F)F)N=C(CCC1CCCCC1)N2
    -2.6, 2, 3, 2, 2, 4, -2, -4, 7
Cc1cccc(NS(=O)(=O)c2ccc(OCC(=O)N3CCCC3)cc2)c1
    1.2, 2, 6, -3, 6, 0, 6, 7, -2
COc1ccccc1C(=O)Nc1cccc(N(C)S(C)(=O)=O)c1
    -3.1, 7, -2, -3, -1, 6, 2, -3, 6
COc1ccc(OCCOC(=O)CNS(=O)(=O)c2ccc(SC)c([N+](=O)[O-])c2)cc1
    -0.4, 3, 3, 1, 3, 10, 6, -4, -3
CCC(=O)N1CCN=C1SCc1cc(C)ccc1C
    -1.1, 6, 6, 0, -1, 10, 2, 0, 2
CCC1CCCCN1CCCNC(=O)Cn1c(=O)c2cccn2c2ccccc21 (stereo not drawn)
    2.3, -1, -1, 1, -3, -3, 0, -3, 2
Cc1cc2c(c(=O)n1C)C(Cc1ccccc1)C(C#N)=C(N)O2 (stereo not drawn)
    0.8, 11, 10, 2, 0, -3, 4, -2, 2
COc1ccc(CNC(=O)C(c2ccc(C)o2)N(C(=O)c2csnn2)c2ccc(C(C)C)cc2)cc1 (stereo not drawn)
    0.6, 4, 3, 0, -9, 16, 2, 2, -1
CC(C)c1nc(SCc2c(F)cccc2Cl)c2c(=O)n(C)c(=O)n(C)c2n1
    0.2, 3, 2, -6, 0, 7, -3, -2, -3
COc1cccc(N2CCN(C(=O)c3ccc(CS(=O)c4ccc(Cl)cc4)o3)CC2)c1 (stereo not drawn)
    1.5, 2, 5, 0, 2, -2, -3, -1, 3
COCCC(=O)N1CCc2c([nH]c3ccccc23)C1C(C)(C)C (stereo not drawn)
    0.0, 1, 2, -3, -5, 3, 0, -2, -1
COc1ccccc1NC(=O)CN1CCC(c2nc3ccccc3[nH]2)CC1
    1.2, 7, 6, 0, -3, 12, -4, -2, -1
NS(=O)(=O)c1ccc(NS(=O)(=O)c2ccc(C3CNC(=O)C3)cc2)cc1 (stereo not drawn)
    -1.7, 2, 2, 0, -2, -1, 7, 1, -5
c1ccc2c(c1)ccc1nnnn12
    1.7, 7, -1, 0, 2, 0, 1, -1, 2
Cc1ccc(Sc2cnc3ccccc3n2)cc1
    0.7, 3, -1, -2, -4, 6, -3, -4, 2
O=C(NNC(=S)NC(=O)c1ccccc1Cl)c1cccc([N+](=O)[O-])c1
    -2.3, 2, 9, -2, -1, -5, 1, -1, 3
Cc1cc(C)c2c(N=CN(C)C)c(C(=O)N3CCN(c4ncccn4)CC3)sc2n1
    0.4, 4, -3, 0, -1, 1, -8, -2, 7
Cc1cccc(NC(=O)c2ccc(S(=O)(=O)N3CCOCC3)cc2)c1C
    0.3, 6, 1, 2, 2, 0, -2, 0, -2
Cc1cc(C(=O)N/N=C/c2ccc([N+](=O)[O-])cc2)c2ccccc2n1
    -1.7, 2, 8, -2, 0, -10, -3, 2, -1
COc1ccc(OCc2nnc(SCC(=O)Nc3ccccc3F)o2)cc1
    1.0, 0, 0, -4, -2, 2, 3, -2, -2
CSCCC(NC(=O)C1CCC(C)CC1)C(=O)NCCN1CCC(C)CC1 (stereo not drawn)
    2.2, 10, 6, -3, 2, 5, 0, 2, 7
NC(=O)CN1C(=O)C(=O)N(Cc2ccccc2Cl)C1=O
    0.3, 4, 1, -3, 2, 1, 5, 7, -1
COC(=O)c1ccc(N2CCC(c3cc(-c4ccc(OC)cc4)n[nH]3)CC2)c([N+](=O)[O-])c1
    1.4, 6, 5, 0, -21, -23, 5, 0, -10
O=S(=O)(N1CCOCC1)N1CCCN(S(=O)(=O)N2CCOCC2)CC1
    -1.6, 5, 7, -9, -6, 2, 10, 6, 0
O=C1N(c2cccc(Cl)c2)C(c2ccccc2)N2CCCN12 (stereo not drawn)
    1.2, 3, -1, -4, -1, 1, -4, 2, -2
CC(=O)Nc1ccc(S(=O)(=O)N2CCN(C)CC2)cc1
    1.3, 3, 1, -1, 3, 8, 2, -1, -1
CC(=O)C1C(c2ccc(Br)cc2)C2C(C)=NN=C2CC1(C)O (stereo not drawn)
    3.1, 8, 8, -4, 0, 0, 3, -9, 0
COc1cc(C2NC(=O)CCC2[N+](=O)[O-])cc(OC)c1OC (stereo not drawn)
    -0.6, 7, 1, 2, 4, 4, 6, 2, 1
Cc1ccc(CCNC(=O)C2CCC(=O)N2C2CCCC2)cc1 (stereo not drawn)
    -1.3, 7, 1, 0, 5, 1, 0, 1, 3
COc1cc(CCC(=O)Nc2ccc(Br)c(C(F)(F)F)c2)cc(OC)c1OC
    1.5, 2, 5, 0, -5, -8, 5, 1, 0
NC(=O)[C@@H]1CCCNc2c(F)cc([N+](=O)[O-])cc2C(=O)N[C@@H](CO)C(=O)NCC(=O)N1
    0.1, 2, 3, 0, -5, -5, 1, 5, 1
N=c1n(CC(=O)c2cccs2)c2ccccc2n1Cc1ccccc1
    -0.9, 2, 0, 4, 4, 5, 7, 2, 7
Cc1ccc(S(=O)(=O)N(Cc2nccn2C)C(C)C)cc1
    -1.3, 4, 5, 0, -6, -6, 6, 3, 0
N#CCC(=O)Nc1nc(-c2ccc3c(c2)OCCO3)cs1
    -2.3, -3, -12, 0, 9, 15, -20, -9, -4
N#Cc1c(-c2ccccc2)cc(-c2cccs2)nc1SCC(=O)O
    2.8, 10, 10, -5, -3, -15, -1, 3, 1
COc1cc(NS(=O)(=O)c2ccc3c(c2)NC(=O)CO3)cc(OC)c1
    1.1, 0, -9, 1, 4, 12, 6, -2, -2
c1ccc(Oc2ccc(-n3cnnn3)cc2)cc1
    1.3, 2, 3, -2, 6, 2, 2, 2, 1
CC1(c2ccc(Cl)cc2)NC(=O)N(CC(=O)c2ccc3c(c2)OCO3)C1=O (stereo not drawn)
    -0.4, 3, -3, 0, 5, -3, 3, -7, -2
O=C(c1ccc(OC2CCN(Cc3ccccc3O)CC2)cc1)N1CCCCC1
    1.0, 6, 6, -1, 0, -3, 6, -6, 1
O=C(COc1ccccc1)Nc1nc(-c2ccc(S(=O)(=O)N3CCOCC3)cc2)cs1
    -0.7, -5, -3, 5, -23, -34, -10, 8, -20
Cc1cccc(Nc2ncnc3c2cnn3Cc2ccccc2)c1
    -2.5, 1, 1, -2, -6, -4, -1, -1, 1
CC(=O)Nc1ccc(NC(=O)C2CCN(C(=O)C3CC(=O)N(c4ccc(C)cc4)C3)CC2)cc1 (stereo not drawn)
    0.0, 3, -2, -2, 0, 0, 3, 3, 1
Cc1ccc(C)c(C(=O)CN2Cc3ccccc3C2=O)c1
    -0.1, 3, -6, 0, 0, 2, 1, 2, -5
COC(=O)C1=CNC=C(C(=O)OC)C1c1ccccc1Cl
    ., 0, 9, -5, -4, 12, 1, 2, 2
CCOC(=O)C(=O)Nc1ccc([N+](=O)[O-])cc1OC
    3.1, 3, -7, -2, -1, 2, -1, 2, 0
NC(=O)c1cccnc1Oc1ccc(Cl)cc1
    -1.8, 1, -3, 2, -1, 10, 2, 1, 0
O=C(CSc1nnc(Cc2ccccc2)c(=O)[nH]1)Nc1ccccc1
    -2.4, 5, 6, -1, 7, 1, 9, -3, 5

Next section.
The line under a structure holds: MEX-5 binding, BCLXL inh, MCL1-BIM inh, TPT1 inhibitor, PME-1 primary, GSTO1 counter, GLD-1 RNA inh, PAD4 FP inh, Fam108B inh
CCOC(=O)N1CCC(c2cc(=O)n3[nH]c(C)c(-c4ccc(F)cc4)c3n2)CC1
    -0.4, 6, 2, 0, -1, 2, 8, 6, 2
CCOc1ccc(/C(O)=C2/C(=O)C(=O)N(c3cc(C)on3)C2c2ccc(C(=O)OC)cc2)cc1 (stereo not drawn)
    -3.4, 7, 6, -6, -3, 44*, 6, -1, 4
Cc1ccccc1NC(=S)NCc1ccc2c(c1)OCO2
    0.3, 5, 18, -1, -5, 5, 5, -3, -4
CC(=O)NCCC(=O)Nc1cccc(S(=O)(=O)N(C)c2ccccc2)c1
    -1.7, -1, -25, -2, 2, -5, 4, 1, -2
CC1(C)CC(=O)c2c(n(S(=O)(=O)c3ccccc3)c3ccc(NS(=O)(=O)c4ccccc4)cc23)C1
    1.7, 6, 6, -2, -35, -2, 5, -3, -25
COc1cc2c(cc1OC)C(c1ccc3c(c1)OCO3)C1=C(CC(C)(C)CC1=O)N2 (stereo not drawn)
    -4.5, 5, 10, -1, 4, 4, 4, 0, 11
Cc1cc(C)c([N+](=O)[O-])cc1NC(=O)CCSc1ccccc1Cl
    1.6, 6, 16, 1, -2, 0, 5, -2, -2
C[C@H]1[C@@H](OC(=O)CCC(=O)O)O[C@@H]2OC3(C)CC[C@H]4[C@H](C)CC[C@@H]1[C@@]24OO3
    -1.9, 6, 4, 0, -9, 5, 0, 0, -2
Cc1ccc(Cc2cnc(N3C(=N)SC(C)C3=O)s2)cc1 (stereo not drawn)
    -3.9, 0, 12, -3, 3, 5, 4, -13, 1
N#Cc1c2c(nc(N)c1-c1ccccc1)CCCCC2
    -0.8, 6, -3, -3, 6, -6, 1, -6, -1
O=C(NC1CCCc2c1cnn2-c1ccc(F)cc1F)c1cnccn1 (stereo not drawn)
    -0.4, 0, 1, 0, 1, 3, -5, -2, 7
C=CCOC(=O)/C(=C/c1cccnc1)NC(=O)c1ccccc1
    1.3, 2, 1, -4, 1, -1, 3, 7, 8

Among those listed so far, these have two or more sulfur atoms.
The line under a structure holds: MEX-5 binding, BCLXL inh, MCL1-BIM inh, TPT1 inhibitor, PME-1 primary, GSTO1 counter, GLD-1 RNA inh, PAD4 FP inh, Fam108B inh
COc1ccc(OCCOC(=O)CNS(=O)(=O)c2ccc(SC)c([N+](=O)[O-])c2)cc1
    -0.4, 3, 3, 1, 3, 10, 6, -4, -3
NS(=O)(=O)c1ccc(NS(=O)(=O)c2ccc(C3CNC(=O)C3)cc2)cc1 (stereo not drawn)
    -1.7, 2, 2, 0, -2, -1, 7, 1, -5
O=S(=O)(N1CCOCC1)N1CCCN(S(=O)(=O)N2CCOCC2)CC1
    -1.6, 5, 7, -9, -6, 2, 10, 6, 0
N#Cc1c(-c2ccccc2)cc(-c2cccs2)nc1SCC(=O)O
    2.8, 10, 10, -5, -3, -15, -1, 3, 1
O=C(COc1ccccc1)Nc1nc(-c2ccc(S(=O)(=O)N3CCOCC3)cc2)cs1
    -0.7, -5, -3, 5, -23, -34, -10, 8, -20
CC1(C)CC(=O)c2c(n(S(=O)(=O)c3ccccc3)c3ccc(NS(=O)(=O)c4ccccc4)cc23)C1
    1.7, 6, 6, -2, -35, -2, 5, -3, -25
Cc1ccc(Cc2cnc(N3C(=N)SC(C)C3=O)s2)cc1 (stereo not drawn)
    -3.9, 0, 12, -3, 3, 5, 4, -13, 1
